KDM5B inh: KDM5B demethylase inhibition; AID 1347165; Potency, µM (top dose mostly 57.7 µM), for the others: top-dose activity change, negative = inhibition, actives largely listed as inhibitors; KDM5B demethylase, FDH-coupled NADH fluorescence (FDH is formaldehyde dehydrogenase); Q9UGL1; 220,000 tested, 2.6% active; active means well fitted inhibition curve with a large enough effect; inconclusive means small, poorly fitted or top-dose-only effect; inactive means no such curve, though single readings can be large or run the other way; further: 0% is about no effect; nearly all actives have a fitted effect of over 70% in size
Target sequence (Q9UGL1 whole entry, looked up): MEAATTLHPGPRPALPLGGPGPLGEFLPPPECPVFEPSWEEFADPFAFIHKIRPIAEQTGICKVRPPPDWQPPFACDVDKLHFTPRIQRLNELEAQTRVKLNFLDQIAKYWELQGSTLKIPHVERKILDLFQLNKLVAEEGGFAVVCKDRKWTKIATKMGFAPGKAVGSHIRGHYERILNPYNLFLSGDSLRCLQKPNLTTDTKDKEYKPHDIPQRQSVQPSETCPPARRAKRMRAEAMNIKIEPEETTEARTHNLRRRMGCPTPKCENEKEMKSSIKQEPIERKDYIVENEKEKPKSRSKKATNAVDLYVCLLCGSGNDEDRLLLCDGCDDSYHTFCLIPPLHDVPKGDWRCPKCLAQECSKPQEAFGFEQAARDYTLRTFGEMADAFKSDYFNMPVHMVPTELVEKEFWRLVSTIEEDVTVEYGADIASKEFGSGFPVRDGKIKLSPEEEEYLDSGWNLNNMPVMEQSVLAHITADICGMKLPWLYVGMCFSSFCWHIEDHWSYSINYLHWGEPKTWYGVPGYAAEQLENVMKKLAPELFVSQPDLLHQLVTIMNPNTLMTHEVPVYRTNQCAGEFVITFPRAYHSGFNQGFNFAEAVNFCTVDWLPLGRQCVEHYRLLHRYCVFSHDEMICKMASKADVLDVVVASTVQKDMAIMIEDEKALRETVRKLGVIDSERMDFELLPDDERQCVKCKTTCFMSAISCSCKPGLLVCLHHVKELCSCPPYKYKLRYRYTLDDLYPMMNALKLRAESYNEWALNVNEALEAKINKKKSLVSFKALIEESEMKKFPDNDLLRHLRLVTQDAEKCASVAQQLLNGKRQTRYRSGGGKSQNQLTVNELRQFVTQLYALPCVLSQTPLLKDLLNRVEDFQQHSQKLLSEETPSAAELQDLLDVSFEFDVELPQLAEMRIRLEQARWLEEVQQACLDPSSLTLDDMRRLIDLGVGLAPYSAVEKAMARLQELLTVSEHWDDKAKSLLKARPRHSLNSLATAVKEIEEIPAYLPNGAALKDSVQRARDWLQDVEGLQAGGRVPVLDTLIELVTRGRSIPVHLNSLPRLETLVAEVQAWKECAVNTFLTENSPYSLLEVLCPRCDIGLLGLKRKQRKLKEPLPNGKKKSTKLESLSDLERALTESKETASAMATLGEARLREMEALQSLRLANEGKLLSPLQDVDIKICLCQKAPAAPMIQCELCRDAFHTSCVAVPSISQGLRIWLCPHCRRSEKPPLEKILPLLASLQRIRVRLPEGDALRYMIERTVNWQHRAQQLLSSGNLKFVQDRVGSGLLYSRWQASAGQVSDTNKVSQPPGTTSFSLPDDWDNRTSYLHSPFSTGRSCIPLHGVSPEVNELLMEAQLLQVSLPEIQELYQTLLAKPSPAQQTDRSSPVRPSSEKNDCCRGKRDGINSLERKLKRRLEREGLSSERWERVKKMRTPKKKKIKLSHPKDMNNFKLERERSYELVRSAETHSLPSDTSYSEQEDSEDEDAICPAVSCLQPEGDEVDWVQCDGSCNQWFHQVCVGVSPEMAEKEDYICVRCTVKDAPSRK
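Here, H3K4me3 peptide (12.5 µM in substrate mix) is demethylated by KDM5BΔAP, 200 nM final, after 10 min compound exposure. Formaldehyde product is coupled through FDH (0.25 U/mL in mix) to NADH fluorescence; 30-min ΔRFU feeds dose-response curves.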
Numbers without * were called inactive; i = inactive; ? = inconclusive; & = joins results of further samples; [ ] = dose if it differs, or a comment. Potency means the concentration at half of the fitted maximal effect.

Preview:
SMILES	KDM5B inh
CCCS(=O)(=O)N1CCC(N2C(=O)[C@H](OC)[C@@H]2c2ccncc2)CC1	-11.1%
O=C(c1ccc2c(c1)OCO2)N1CCC2(CC1)COc1ccccc1CN2	5.7%
c1ccc(-c2noc(-c3cncnc3NCc3ccco3)n2)cc1	51.2%[activator]

The listing, previewed entries included:
SMILES	KDM5B inh
CCCS(=O)(=O)N1CCC(N2C(=O)[C@H](OC)[C@@H]2c2ccncc2)CC1	-11.1%
O=C(c1ccc2c(c1)OCO2)N1CCC2(CC1)COc1ccccc1CN2	5.7%
c1ccc(-c2noc(-c3cncnc3NCc3ccco3)n2)cc1	51.2%[activator]
CCCCCCCC(=O)N/N=C/c1cccc2ccccc12	19.2%
COc1ccc2c(c1)c1c(c(=O)n(-c3ccc(F)c(Cl)c3)c(=O)n1CC(=O)N1CCCC1)n2C	?
O=c1[nH]c2cccnc2n1CCc1ccccc1	1.3%[86.2 µM]
COc1ccc(C(=O)N2CCC(n3cc(-c4nc(C(C)C)no4)nn3)C2)cc1F (configuration not stated)	-8.9%
CC(C)NC(=O)CCC(=O)N1Cc2ccccc2Oc2ncccc21	0.4%
COCCN1CC(CO)C2(CCN(Cc3ccc(F)c(Cl)c3)CC2)C1 (configuration not stated)	?
CC(=O)Nc1cc(C(=O)N(C)Cc2ccco2)c2ccc(C)nc2c1	?
CS(=O)(=O)N1C[C@@H]2CN(C(=O)C3CCOCC3)C[C@]2(C(=O)O)C1	27.4%
O=C(N[C@@H]1CCN(Cc2ccc3nsnc3c2)C[C@H]1O)c1cnccn1	?
O=C(Cc1ccc(Cl)c(Cl)c1)NCC1CN(Cc2ccccc2)CCO1 (configuration not stated)	21.7%
CC1CCCCN1C(=O)CSc1n[nH]c(-c2ccccc2)n1 (configuration not stated)	-6.9%
O=C(CNS(=O)(=O)c1cccc(Br)c1)NCCCc1ccccc1	-13.4%
COCCc1nncn1C1CCN(S(=O)(=O)c2ccc(Br)cc2)CC1	0.2%
CCN(CC1CCN(C2CCN(C)CC2)CC1)C(=O)c1ccc(-c2ccccc2)cc1	-5.5%
Cc1ccc(C(=O)Nc2ccc(O)c(-c3nc4ccccc4o3)c2)cc1C	5.4%
CCC[C@H]1CN(Cc2c(C)noc2C)C[C@@H]1NC(=O)C1CCOCC1	-14.0%
CCN1C(C(=O)Nc2ncccn2)=C(O)c2ccccc2S1(=O)=O	-18.0%
CSc1ccccc1NC(=O)/C=C/c1ccco1	?
CCOc1ccccc1C(=O)Nc1ccc(-n2nncc2-c2ccccc2)cc1	-7.4%
N#CC1CCN(C(=O)C2(c3ccc(Cl)cc3)CCOCC2)CC1	?
O=C(Nc1nnc(C2=COCCO2)o1)c1cccc(Br)c1	?
Nc1nonc1-n1nnc(C(=O)N/N=C/c2ccccc2Cl)c1CSc1ccccc1	-3.5%
(continued)
SMILES	KDM5B inh
O=C(Cc1cccc(F)c1)N1CCOCC12CCN(Cc1ccccc1)CC2	-14.2%[86.2 µM]
COc1ccc(-c2cc(N3CCCN(C(=O)Cc4ccc(C)cc4)CC3)n[nH]2)cc1	?
CS(=O)(=O)c1ncc(N(Cc2ccco2)Cc2cccs2)c(C(=O)Nc2ccccc2F)n1	?
CC(C)CCC1=NC2(CCN(C(=O)C3CC34CCCC4)CC2)C(=O)N1 (configuration not stated)	9.4%
COc1ccc(OC)c(S(=O)(=O)Nc2ccccc2CCc2nc3ccccc3n2C)c1	7.6%
O=C(COc1cccc(Cl)c1)N1CCC(c2nc3ccccc3o2)CC1	7.2%&-5.9%
Cc1noc(C)c1[S+](=O)([O-])N1CCc2nc(C3CC3)nc(-c3ccc(Cl)cc3)c2C1	-9.0%[115 µM]
CCCCCCCCCCS(=O)CCC(=O)O (configuration not stated)	2.2%
COc1cc(OC)cc(-c2nc(-c3nonc3N)no2)c1	-0.5%
COC(=O)CCCCCn1c(-c2ccccc2)cn2c3c(=O)n(C)c(=O)n(C)c3nc12	7.6%
CCc1ccccc1NC(=O)c1cc2c(N3CCSCC3)nc(C)cn2n1	28.2µM*
CCOC(=O)c1cnn(-c2ccccc2)c1NC(=O)CN1CCOCC1	18.8%
Cc1nn(-c2ccc(F)cc2F)c(=O)c2noc(C)c12	-1.4%
CN(C)c1ccc(NC(=O)CSC2=Nc3ccccc3C3=NC(CCC(=O)NCc4cccs4)C(=O)N23)cc1 (configuration not stated)	-1.5%
CC(=O)Nc1ccc(NC(=O)CSc2nc3nc(-c4cccs4)cc(C(F)(F)F)c3c(=O)[nH]2)cc1	?
Cc1cccc(C)c1Nc1sc(C(=O)c2ccccc2)c(N)c1S(=O)(=O)c1ccccc1	?
Cc1ncc2n1C(=O)N(C1CCN(C(=O)c3cccc(Cl)c3)CC1)C2	-24.8%
CC1CCN(C(C)C(=O)Nc2ccc(Cl)cc2C(F)(F)F)CC1 (configuration not stated)	12.8%
CCn1ccc(C(=O)N2C[C@@H](COc3ccccc3)[C@H](C(N)=O)C2)n1	8.7%
Cc1ccc(Cl)cc1N1CCN(C(=O)c2ccc3nc(N4CCC(C)CC4)sc3c2)CC1	-1.5%
CCN(CC)C(=O)C(C)[C@@H]1CC[C@@]2(C)CC[C@H](NC(=O)c3ccccc3)[C@@H](C)[C@@H]2[C@H]1O (some centres not stated)	-6.6%[86.2 µM]
CCCC(=O)Nc1ccc(C(=O)N2CCc3nc(C)n(C)c(=O)c3CC2)cc1	?
CCCn1nc(C(=O)Nc2cccc(OC)c2)c2ccccc2c1=O	12.9%
Cc1cc(N)n(CC(=O)N[C@@H]2COCC[C@@H]2OCc2cscn2)n1	-9.8%
CC(C)c1ccc(NC(=O)C2CCCC2)cc1	25.7%

Overlap with the part before: 6 entries; new compounds follow.
SMILES	KDM5B inh
Cc1ccc(Cl)cc1N1CCN(C(=O)c2ccc3nc(N4CCC(C)CC4)sc3c2)CC1	-1.5%
CCN(CC)C(=O)C(C)[C@@H]1CC[C@@]2(C)CC[C@H](NC(=O)c3ccccc3)[C@@H](C)[C@@H]2[C@H]1O (some centres not stated)	-6.6%[86.2 µM]
CCCC(=O)Nc1ccc(C(=O)N2CCc3nc(C)n(C)c(=O)c3CC2)cc1	?
CCCn1nc(C(=O)Nc2cccc(OC)c2)c2ccccc2c1=O	12.9%
Cc1cc(N)n(CC(=O)N[C@@H]2COCC[C@@H]2OCc2cscn2)n1	-9.8%
CC(C)c1ccc(NC(=O)C2CCCC2)cc1	25.7%
O=C(c1ccco1)N1CC[C@@H]2[C@@H](CCC(=O)N2CCc2ccccn2)C1	12.9%
COc1ccccc1NC(=O)c1ccc2c(Cl)c3c(nc2c1)CCCC3	3.3%
O=C(CCn1ccccc1=O)Nc1ccc(Cl)cc1Cl	-9.2%
COCC1CN(C2CCC2)CC12CCN(C(=O)c1ccc(F)cc1F)CC2 (configuration not stated)	?
CCOC(=O)C(CCC#N)(NC(C)=O)C(=O)OCC	20.5%
CC1CN(C(=O)CCC(=O)NCc2cccs2)c2cc(Cl)ccc2O1 (configuration not stated)	-18.5%
CN1CCCCCC1=NCCn1cnc2c1c(=O)n(C)c(=O)n2C	17.4%
COCCCNC(=O)CCC(=O)NNc1nc2ccccc2c2nc(-c3ccccc3)nn12	7.7%
Cc1ccc(Cc2c(C)nc3nc(SCC(=O)NCCC(C)C)nn3c2C)cc1	?
CN1C[C@@H](NC(=O)COc2ccccc2)C[C@H]1c1nc(-c2ccc(Cl)cc2)no1	-8.0%[86.2 µM]
Cc1cccc(NC(=O)c2cc(=O)c3cc(C)ccc3o2)c1	8.3%
CC(Sc1nnc(N2CCCC2)n1-c1cccc(Cl)c1)c1nc2ccccc2c(=O)[nH]1 (configuration not stated)	4.9%
Cc1cccc(NC(=O)C2CCC(CNS(=O)(=O)c3ccc(Br)s3)CC2)c1 (configuration not stated)	-18.2%
CCOCCOC1CCN(C(=O)c2ccc(OC)nc2)CC1	-17.8%
COCc1noc([C@@H]2CN(S(=O)(=O)c3c(C)noc3C)C[C@H]2C(N)=O)n1	-1.5%
NC(=O)Cc1csc(NC(=O)CCc2ncc(-c3ccc(Cl)cc3)o2)n1	10.5%
COc1ccc(CC(=O)Nc2cc(Cl)ccc2N2CCCC2)cc1	?
COc1ccc(-c2nnn3c2nc(NCc2ccccc2)c2ccccc23)cc1	-23.8%
O=C(CN1C(=O)c2cccnc2Oc2ccc(Cl)cc21)NCCc1ccccc1	-14.2%
CN(Cc1ncc[nH]1)C(=O)C1CCC(=O)N(CCc2ccccn2)C1 (configuration not stated)	-20.8%
CCOC(=O)c1cc2c(=O)n3ccccc3nc2n(CC2CCCO2)c1=NC(=O)c1ccc(OC)cc1OC (configuration not stated)	i
Cc1cc(C(=O)NCCc2ccccn2)c2ccccc2n1	-3.3%
Cn1c(Cl)c(C=O)c2ccccc21	-2.0%
O=C(Cn1nc2n(c1=O)CCCC2)Nc1ccc2c(c1)OCO2	19.4%
Cc1nc(-c2cn(C3CCCN(C(=O)c4cccc(N(C)C)c4)C3)nn2)no1 (configuration not stated)	-30.1%

Grouped by structure: those above with a CF3 group (two)
SMILES	KDM5B inh
CC(=O)Nc1ccc(NC(=O)CSc2nc3nc(-c4cccs4)cc(C(F)(F)F)c3c(=O)[nH]2)cc1	?
CC1CCN(C(C)C(=O)Nc2ccc(Cl)cc2C(F)(F)F)CC1 (configuration not stated)	12.8%

Structures listed above printed as active in KDM5B inh:
SMILES	KDM5B inh
CCc1ccccc1NC(=O)c1cc2c(N3CCSCC3)nc(C)cn2n1	28.2µM*

Following part:
SMILES	KDM5B inh
O=C(Nc1ccc2c(c1)CCC2)c1cc2c(s1)CN(C1CC1)C2	?
COc1cccc(C2CCN(Cc3cn(-c4ccccc4)nn3)C2)c1OC (configuration not stated)	-21.1%
CN(C)CCNC(=O)c1ccc(-c2ccc(N3CCCCCC3)nc2)cc1	25.1µM*
COc1cccc(C(=O)N2CCN(Cc3cc(=O)oc4ccc(OC)cc34)CC2)c1	?
CCONC(=O)c1ccc(C(=O)NOCC)cc1	15.9%
O=C(NCc1ccccn1)c1cc(S(=O)(=O)C2CCS(=O)(=O)C2)ccc1F (configuration not stated)	7.2%
O=C(Nc1ccc(N2CCOCC2)cc1)/C(=C/c1cccs1)c1ccc(-c2ccccc2)cc1	-2.9%
COC(=O)c1cc(Br)c(O)c(Br)c1	3.4%
COC(=O)[C@H](NC(=O)[C@@H]1C[C@H](NC(=O)Nc2cccc(SC)c2)CN1C(=O)C=C(C)C)C(C)C	-7.5%
CN1CCN(c2nc3c(S(=O)(=O)c4ccccc4)nnn3c3ccsc23)CC1	-2.7%
COc1cc(OC)c(NS(=O)(=O)c2cc(C(=O)N3CCC(C(N)=O)CC3)ccc2C)cc1Cl	5.3%
COc1ccc(-c2nc3n(n2)C(c2ccccc2OC)C(C(=O)Nc2cccnc2)=C(C)N3)cc1 (configuration not stated)	-16.2%
Cc1nc2nc(N)nn2c(C)c1CC(=O)NC(C)C	?
CC1(C(=O)Nc2ncc(Cc3ccc(Br)cc3)s2)Cc2ccccc2C(=O)O1 (configuration not stated)	?
COCCNC(=O)c1ccc(Cn2c(SCC(N)=O)nc3ccccc3c2=O)cc1	-73.1%
CC(=O)Nc1cccc(-n2nnc(SCC(N)=O)n2)c1	33.7%
CNC(=O)[C@@H]1CN(C(=O)CCc2c[nH]c3ccccc23)C[C@H]1CO	-22.6%
CC(=O)c1ccc(NC(=O)CN2C(=O)NC3(CCCc4ccccc43)C2=O)cc1 (configuration not stated)	8.9%
O=C(CSc1ccc(N2CCC(C(=O)N3CCCCC3)CC2)nn1)Nc1ccc2c(c1)CCC2	-26.9%
COc1ccc(C(NC(=O)Cc2ccccc2)c2ccc(OC)c(OC)c2)cc1OC	-1.3%
CCOc1ccc(OCC)c(C(=O)Nc2cc(C)ccn2)c1	12.8%
O=C1COCCN1c1cc(-c2ccccc2Oc2ccccc2)cn2cncc12	?
Cc1cc(CN2CCN(Cc3nc(C(C)(C)C)no3)CC2)no1	8.8%
COC(=O)[C@@H]1Cc2ncn(C(C)C)c2CN1C(=O)c1ccccc1	4.9%[86.2 µM]
COc1ccc(/C=C(\C#N)C(=O)Nc2cccc(C(F)(F)F)c2)c(OC)c1	-3.3%
The list continues.
SMILES	KDM5B inh
O=S(=O)(c1ccc(F)cc1)N1CCCC(c2nn[nH]n2)C1 (configuration not stated)	-29.9%
Cc1cccc(O[C@H]2COCCN(Cc3cnn(C)c3)C2)n1	20.9%[86.2 µM]
CCCCc1noc(CSc2nnnn2-c2cc(C)ccc2OC)n1	-4.7%
CCc1nn(CC(=O)NCc2ccc(OC)c(OC)c2)c(=O)c2cc3sc(C)cc3n12	-13.0%
Cc1ccc(N2CC(C(=O)Nc3ccc(S(=O)(=O)NCC4CCCO4)cc3)CC2=O)cc1C (configuration not stated)	21.3%
CC(C)(C)C(=O)Nc1ccc(NC(=O)C2CCCC2)cc1	-0.8%
COCCn1c(SCC(=O)N2CCOCC2)nnc1-c1ccncc1	23.9%
COC(=O)CNC(=O)CNC(=O)c1nn(-c2ccc(OC)cc2)c(=O)c2ccccc12	-5.6%
O=C(NC[C@H]1Cn2cc(-c3ccccc3)nc2CO1)c1ccc2c(c1)OCO2	-14.4%[86.2 µM]
COc1cccc(S(=O)(=O)N2CCCCCCNC(=O)[C@@H]3CCCC[C@@H]32)c1	-18.8%
Cc1ccc(C(=O)NC(C)c2ccccc2)cc1I (configuration not stated)	15.5%
O=C(O)CCC(=O)OCc1ccccc1	9.9%
Cc1sc2ncn(CC(=O)NCCCN3CC(C)CC(C)C3)c(=O)c2c1S(=O)(=O)N1CC(C)CC(C)C1 (configuration not stated)	4.7%
CC(=O)c1ccc(OCC(=O)c2c(C)[nH]c3ccccc23)cc1	15.6%
Cc1ccc(-c2nc(Nc3ccccc3C)sc2C)cc1	-2.3%
O=C(COC(=O)c1cc2ccccc2cc1O)Nc1ccccc1F	?
Cc1nnc([C@@H]2CC(F)(F)CN2)o1	48.2%[activator]
COc1ccc(-c2nc(SCC(=O)NCCc3ccccc3)n3[nH]c(=O)cc3n2)cc1	-7.7%

This is a subset, so the mix of outcomes need not match the whole.
